BAZ2B inh – qHTS Assay for Inhibitors of BAZ2B | Potency, µM (highest dose often 114 µM), without a hit: at the highest dose activity change, negative = inhibition, hits mostly inhibitors | 4.4% of 360,000 active | Bromodomain adjacent to zinc finger domain protein 2B (Homo sapiens), Q9UIF8 | AID 504333, 2011 | AlphaScreen BAZ2B-H3K14Ac peptide displacement; also: % is scaled to controls: 0 for no effect and ±100 for the full control effect; nearly all actives have a fitted effect of over 60% in size
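Complex of BAZ2B and biotin-H3K14Ac (50 nM apiece) forms over 30 min at RT, then faces library compounds up to 110 uM for another 30 min; AlphaScreen beads added, 20 min dark incubation, luminescence read.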
PGK inhibitor – qHTS Assay to Find Inhibitors of Phosphoglycerate Kinase; Phosphoglycerate kinase, glycosomal (Trypanosoma brucei brucei), P07378; PGK/GAPDH coupled, Kinase-Glo luminescence, 60 min; Potency, µM (top dose mostly 57.5 µM), for the others: at the highest dose activity change, negative = inhibition, hits mostly inhibitors; 0.043% of 380,000 active; AID 602233, 2012; also: % is scaled to controls: 0 for no effect and ±100 for the full control effect; nearly all actives have a fitted effect of over 60% in size
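Recombinant glycosomal PGK reaction used 1,3-bisphosphoglycerate generated in-well by GAPDH (100nM final) in 100mM TEA pH 7.6, 5mM MgCl2, 0.01% Tween-20. After 60 minutes at room temperature, ATP was read by Kinase-Glo Plus luminescence end-point.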
JMJD2A Tudor inh – qHTS Assay for Inhibitors of JMJD2A-Tudor Domain; Potency, µM (doses to about 114 µM), for the others: top-dose activity change, negative = inhibition, hits mostly inhibitors; 4.4% of 390,000 active; Lysine-specific demethylase 4A (Homo sapiens), O75164; AlphaScreen JMJD2A-Tudor / H3K4me3 peptide binding; also: % is scaled to controls: 0 for no effect and ±100 for the full control effect; nearly all actives have a fitted effect of over 50% in size
Target sequence (O75164 whole entry, looked up, the tested form may be a part): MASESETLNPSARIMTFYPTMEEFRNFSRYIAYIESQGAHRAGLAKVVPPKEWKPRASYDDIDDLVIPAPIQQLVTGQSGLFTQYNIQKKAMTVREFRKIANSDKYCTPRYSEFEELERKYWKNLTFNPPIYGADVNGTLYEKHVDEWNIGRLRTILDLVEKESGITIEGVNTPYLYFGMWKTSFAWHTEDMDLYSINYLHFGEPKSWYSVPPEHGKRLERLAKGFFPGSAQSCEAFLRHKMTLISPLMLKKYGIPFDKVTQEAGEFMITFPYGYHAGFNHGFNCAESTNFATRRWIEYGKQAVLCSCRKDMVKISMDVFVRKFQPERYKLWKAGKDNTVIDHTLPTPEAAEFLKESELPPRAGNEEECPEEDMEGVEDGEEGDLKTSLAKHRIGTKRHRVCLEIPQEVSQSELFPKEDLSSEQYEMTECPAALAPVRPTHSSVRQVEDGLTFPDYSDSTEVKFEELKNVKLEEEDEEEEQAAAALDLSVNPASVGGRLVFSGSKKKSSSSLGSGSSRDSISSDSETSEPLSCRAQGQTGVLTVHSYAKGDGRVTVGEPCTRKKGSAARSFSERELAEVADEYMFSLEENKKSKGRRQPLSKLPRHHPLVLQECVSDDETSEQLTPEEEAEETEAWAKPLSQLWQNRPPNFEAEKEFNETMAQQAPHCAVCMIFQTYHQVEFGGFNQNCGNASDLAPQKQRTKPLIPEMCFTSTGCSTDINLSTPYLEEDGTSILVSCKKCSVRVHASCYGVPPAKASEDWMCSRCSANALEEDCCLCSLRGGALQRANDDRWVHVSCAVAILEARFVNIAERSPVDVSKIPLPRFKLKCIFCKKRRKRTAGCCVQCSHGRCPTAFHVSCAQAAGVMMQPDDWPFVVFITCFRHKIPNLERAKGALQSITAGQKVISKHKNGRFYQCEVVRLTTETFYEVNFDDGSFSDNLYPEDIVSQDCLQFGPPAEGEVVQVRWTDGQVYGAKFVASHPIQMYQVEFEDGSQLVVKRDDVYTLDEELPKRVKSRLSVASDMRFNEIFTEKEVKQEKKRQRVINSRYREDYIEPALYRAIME
BLM inh – qHTS Assay for Inhibitors of Bloom's syndrome helicase (BLM) | RecQ-like DNA helicase BLM (Homo sapiens), P54132 | recombinant BLM DNA unwinding, fluorescence dequenching | Potency, µM (series often up to 56.1 µM), inactives show at the top dose activity change, negative = inhibition, hits mostly inhibitors | 0.2% of 350,000 active | AID 2528, 2010;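 also: plate controls were vehicle for no effect and no enzyme for full effect; nearly all actives have a fitted effect of over 35% in size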
Pol iota inh – qHTS for Inhibitors of Polymerase Iota; Pol iota fluorescent replication assay, 10 min; Potency, µM (doses to about 115 µM), for the others: at the highest dose activity, negative = inhibition, most hits filed as inhibitors; 1% of 390,000 active; AID 588590, 2011
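Pol iota at 10 nM preincubated 15 min with compounds at room temperature; reaction started with fluorescent substrate, 50 nM final. Fluorescence read kinetically at 0 and 10 min; buffer-only wells as negative control.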
GLS inhibitor – qHTS for Inhibitors of Glutaminase (GLS); Glutaminase kidney isoform, mitochondrial (Homo sapiens), O94925; GLS enzymatic activity, qHTS titration; Potency, µM (doses to about 45.5 µM), without a hit: at the highest dose activity change, negative = inhibition, actives largely listed as inhibitors; 0.21% of 410,000 active; also: % is scaled to controls: 0 for no effect and ±100 for the full control effect
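Coupled fluorescence readout: glutamate oxidase/HRP/Amplex Red detect glutamate formed by hKGA from L-glutamine (1 mM solution added). Buffer 45 mM KH2PO4 pH 8.2, 0.02% Tween-20; reads at t0 and 30 min RT.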
G9a block – qHTS Assay for Inhibitors of Histone Lysine Methyltransferase G9a | Histone-lysine N-methyltransferase EHMT2 (Homo sapiens), Q96KQ7 | G9a H3K9 monomethylation, AlphaScreen, 2 h | Potency, µM (doses to about 102 µM), for inactives: top-dose activity, negative = inhibition, actives largely listed as inhibitors | 8.8% of 350,000 active | AID 504332, 2011; also: % is scaled to controls: 0 for no effect and ±100 for the full control effect; nearly all actives have a fitted effect of over 75% in size
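Enzyme 20 nM + cpd, 15 min RT; add b-H3K9 pep 500 nM / SAM 20 uM; 2 h RT; anti-H3K9me1 Ab 0.5 ug/mL + SA donor / anti-rabbit acceptor beads 20 ug/mL each, 10 min; AlphaScreen read.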
Pin1 inh – qHTS Assay to Find Inhibitors of Pin1; 0.009% of 390,000 active; Potency, µM (titrated, usually from 115 µM), for inactives: at the highest dose activity, negative = inhibition, actives largely listed as inhibitors; Peptidyl-prolyl cis-trans isomerase NIMA-interacting 1 (Homo sapiens), Q13526; Pin1 FP peptide displacement, HiFluor488, 10 min; active = well fitted inhibition curve with a large enough effect in the polarisation, with a control signal flat, not every such curve was filed as active; inconclusive = small, poorly fitted or top-dose-only effect, or effect the other way, or a change in a side signal; inactive = no such curve, though single readings can be large or run the other way; the % refers to the polarisation; also: % is scaled to controls: 0 for no effect and ±100 for the full control effect
HP1b binding inh – HTS for Inhibitors of HP1-beta Chromodomain Interactions with Methylated Histone Tails; Chromobox protein homolog 1 (Homo sapiens), P83916; AlphaScreen HP1-beta / biotin-H3K9me3 peptide binding; Potency, µM (series often up to 114 µM), for the others: top-dose activity change, negative = inhibition, most hits filed as inhibitors; 0.56% of 390,000 active; AID 540317, 2011; also: nearly all actives have a fitted effect of over 70% in size; inactives centre near 23
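HP1-beta protein (50 nM final) preincubated 30 min at room temperature with biotinylated H3(1-18)K9me3 peptide (50 nM) in PBS pH 7.4, 0.01% Tween-20, then compound added for 30 min. AlphaScreen streptavidin donor/nickel chelate acceptor beads (10 ug/mL final), 30 min dark, luminescence read.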
The depositor's hits bear a star; i = inactive; ? = inconclusive; . = no result given; [ ] = another dose, or the depositor's remark. Unless noted, calls follow the shape of the dose curve; as a rule, active = well fitted curve in the direction sought with a large enough effect; inconclusive = small, poorly fitted or top-dose-only effect, or another doubt; inactive = no such curve, though single readings can be large; an effect the other way counts as inactive or inconclusive. Potency is read from the fitted curve at half-maximal effect. The list is partial. The share of hits here may be higher or lower than overall.

Each structure is followed by: PGK inhibitor, HP1b binding inh, BAZ2B inh, G9a block, Pol iota inh, BLM inh, GLS inhibitor, Pin1 inh, JMJD2A Tudor inh
CCC(C)NC(=O)C1c2ccccc2C(=O)N1Cc1ccccc1 (stereo unspecified)
→ -1%, 21%, 6%, 16%, 45%[activator], -2%, -5%, -10%, -18%
Cc1ccc(C(=O)OCC(=O)NC2CC2)s1
→ -13%, 17%, ., ., 7%, ., -16%, 4%, -8%
Cc1cc(C)n(-c2ccc(NC(=O)C3CCCCN3C(=O)c3ccc(C)s3)cc2)n1 (stereo unspecified)
→ 4%, 12%, -6%, ., 18%, -11%, 10%, -10%, -22%
O=C1c2cnc3nc(SCc4cccc(Cl)c4)nn3c2CC2c3ccccc3CCN12 (stereo unspecified)
→ -10%, 38%[activator], 2%, -2%, 5%, -2%, -3%, -1%, -19%
COc1cccc(CNC(=O)CCNC(=O)N2CCn3c2nc2ccccc23)c1
→ -6%, 47%[activator], -11%, ?, 7%, 3%, -3%, -1%, -22%
COc1cccc(C(C(=O)NC(C)(C)C)N(CCC(C)C)C(=O)CCC(=O)Nc2cc(C)on2)c1OC (stereo unspecified)
→ 3%, 1%, -13%, -11%, 10%, -6%, -6%, 0%, -12%
COC(=O)CSc1nnc(-c2c[nH]c3ccccc23)o1
→ 0%, 32%, 7%, -7%[0.501 µM], 24%, -7%, 0%, 0%, 2%
CCOc1ccc(S(=O)(=O)N2CCCCC2)cc1NC(=O)c1ccccc1
→ -1%, 18%[57 µM], ., ., 19%, ., 0%, 3%, 18%
O=C(NC(=S)Nc1ccccn1)c1ccc(-c2ccccc2)cc1
→ -16%, 24%, -17%, 45%, ?, -5%, 15%, 1%, -15%
CC(NC(=O)Cc1ccccc1)c1ccccc1 (stereo unspecified)
→ -3%, 19%, 7%, ., 14%, 0%, -4%, 0%, -17%
O=C(NCCc1ccccc1)C1CCN(S(=O)(=O)c2ccc(-n3cnnn3)cc2)CC1
→ 2%, 20%, 7%, 8%[59 µM], 13%, -12%, 6%, -12%, -17%
COc1ccccc1C(=O)NC(=O)COC(=O)c1ccc(Cl)nc1
→ -2%, 12%, 7%, 5%, 8%, ., 4%, 0%, -21%
COc1ccc(-n2ccnc(SCC(=O)NC3CCCC3)c2=O)cc1
→ -1%, 35%, -7%, ., -8%, 0%, -12%, -7%, -13%
COc1ccc(C(=O)Cn2ccsc2=NC(C)=O)cc1
→ -5%, 35%, -18%, -23%, 35%[activator], -3%, 3%, -2%, -22%
CC(C)CN(C(=O)COC(=O)c1ccc(-c2ccccc2)cc1)C1CCS(=O)(=O)C1 (stereo unspecified)
→ 0%, 5%, -19%, -9%, 148%[activator], -5%, -1%, 6%, 0%
CCN(CC)S(=O)(=O)c1ccc(N2CC(C(=O)N3Cc4ccccc4CC3C(N)=O)CC2=O)cc1 (stereo unspecified)
→ i, 65%[activator], ., ., 43%, ., 2%, 28%, -23%
O=c1[nH]c2c(s1)C=Nc1ccccc1N2
→ i, -19%, 0%, -15%, ?, -1%, 23%, ., -19%
COc1ccc(NS(=O)(=O)c2ccc(N3CC(O)=C(c4ccccc4)C3=N)cc2)cc1
→ 1%, 25%, -16%, 21%[59 µM], 54%[activator], 0%, 0%, 5%, -6%
NC(=O)c1ccsc1NC(=O)CN1C(=O)C2CC=CCC2C1=O (stereo unspecified)
→ -3%, 8%, 3%, -25%[59 µM], 5%, -1%, 49%[activator], 7%, -7%
COc1ccc(C2NC(=O)C(C)S2)cc1 (stereo unspecified)
→ -7%, 27%, -1%, 17%[12.7 µM], 39%[activator], -1%, -4%, 5%, -12%

Two entries from above in another layout.
PGK inhibitor	HP1b binding inh	BAZ2B inh	G9a block	Pol iota inh	BLM inh	GLS inhibitor	Pin1 inh	JMJD2A Tudor inh	Compound
-10%	38%[activator]	2%	-2%	5%	-2%	-3%	-1%	-19%	O=C1c2cnc3nc(SCc4cccc(Cl)c4)nn3c2CC2c3ccccc3CCN12 (stereo unspecified)
-6%	47%[activator]	-11%	?	7%	3%	-3%	-1%	-22%	COc1cccc(CNC(=O)CCNC(=O)N2CCn3c2nc2ccccc23)c1

Other records follow.
Each structure is followed by: PGK inhibitor, HP1b binding inh, BAZ2B inh, G9a block, Pol iota inh, BLM inh, GLS inhibitor, Pin1 inh, JMJD2A Tudor inh
O=S(NCc1ccccc1)C12CC3CC(CC(C3)C1)C2 (stereo unspecified)
→ -9%[11.5 µM], 18%, 8%, -26%[12.7 µM], -5%, 0%, 0%, -1%, -14%
COc1cc(/C=C2\C(=O)N(c3ccc(NC(C)=O)cc3)N=C2c2ccccc2)ccc1O
→ -8%, ?, 35µM*, 45µM*, ?, 0%, 26%, -7%, 40µM*
CCNc1ccc(S(=O)(=O)NCCN(C)C)cc1[N+](=O)[O-]
→ -4%, 9%, ., -4%, -7%, 2%, -1%, -2%, 0%
Cc1ccsc1/C=N/NC(=O)c1sccc1C
→ -6%, 43%[activator], 4%, 27%, -7%, -2%, 1%, ?, -9%
Cc1c(C)c([N+](=O)[O-])c(C)c(C)c1N
→ -7%, -5%, ., ., 20%, ., 6%, -5%, -23%
CN1CCN(C2Cc3cc(Cl)ccc3Sc3cc(F)ccc32)CC1 (stereo unspecified)
→ i, ?, ., ., 103%[activator], ., 15%, -2%, ?
COc1ccc(CCNc2nc3cc(OC)c(OC)cc3c3nc(-c4ccccc4)nn23)cc1OC
→ 9%, -3%, ?, -28%[59 µM], -6%, -4%, -18%, 17%, -3%
CN(C)C(=O)COC(=O)c1ccccc1NC(=O)c1ccco1
→ i, 32%, -5%, -5%, 17%, -2%, -1%, -1%, 14%
COc1ccccc1-c1nnc(C2CCN(S(=O)(=O)c3ccc(F)c(C)c3)CC2)o1
→ 5%, 23%, -12%, ?, 23%, -2%, 7%, 5%, -27%
COC(=O)c1cc(NC(=O)c2ccc(F)cc2)cc(C(=O)OC)c1
→ i, 6%, -6%, 10%, 45%[activator], -4%, -6%, 2%, -9%
Cc1cc(/C=N/n2cnnc2)c(C)n1-c1ccccc1
→ -7%, 0%, -13%, 6%[59 µM], -5%, 1%, -3%, -2%, -6%
CCOc1nc2ccccc2cc1/C=C/C(=O)O
→ -6%, 51%[activator], -1%, 50µM*, 18%, -6%, 0%, 5%, 1%
O=C(Nc1ccon1)c1cccc(Cl)c1
→ -4%, 21%, 0%, 9%[59 µM], -4%, -2%, 9%, -1%, -4%
COc1ccc(CNC(=O)CCNS(=O)(=O)c2ccc(Br)s2)cc1
→ -1%, -2%, 8%, -13%, 129%[activator], -4%, 1%, 1%, 79µM*
O=C(COC(=O)c1ncc(Cl)c(Cl)c1Cl)Nc1ccc(Cl)cn1
→ -8%, 5%, -14%, 45µM*, ?, ., -2%, ?, -32%
COc1cccc(-c2nnc(SCC(=O)N3CCCC3=O)n2-c2ccccc2)c1
→ -3%, 25%, -2%, ?, 45%[activator], -8%, 4%, 1%, -19%
CC(C)c1cnc2c(c1SCC(=O)Nc1ccccc1C(F)(F)F)c(=O)n(C)c(=O)n2C
→ 0%, 25%[57 µM], 11%, 6%[59 µM], 6%, 0%, 0%, 1%, 7%
CC(C)CNC(=O)C1c2ccccc2Oc2ccccc21
→ -1%, 24%, -4%, ., 84%[activator], -1%, 3%, 6%, 0%
Cc1ccc2cc([N+](=O)[O-])ccc2n1
→ i, -2%, -6%, -8%[59 µM], 40%[activator], 0%, -2%, -9%, -19%
CCc1ccc2[nH]c(=O)c(CN(Cc3ccc(OC)cc3)Cc3nnnn3CCOC)cc2c1
→ -7%, 15%, -37%, ?, 15%, 23%, 8%, -1%, -30%
COc1ccc(CNC(=O)Cn2ccc3cc(S(=O)(=O)N4CCCCC4)ccc32)c(OC)c1
→ -7%, 10%, -37%, -35%[59 µM], -8%, -4%, 14%, 36%[activator], -21%
CC1C(=O)N2CCCc3cc(NS(=O)(=O)c4ccccc4)cc1c32 (stereo unspecified)
→ -1%, 25%, 0%, ?, 47%[activator], ., 16%, -23%, -1%
O=C(COC(=O)c1cc(Br)ccc1O)NC12CC3CC(CC(C3)C1)C2
→ i, 19%[57 µM], ., ., 17%, ., -5%, -6%, -6%
CC(=O)c1ccccc1OCc1ccc(C(=O)c2ccccc2)cc1
→ 0%, 150%[activator], 41%[activator], 171%[activator], 8%, -7%, 2%, 11%, 58%[activator]
COC(=O)c1ccc(NC(=O)C2CC(=O)N(c3ccc(C)cc3)C2)cc1 (stereo unspecified)
→ -7%, -7%, -5%, 6%[59 µM], -2%, -10%, -18%, 0%, -9%[11.4 µM]
Cn1ccnc1SCC(=O)c1ccc(C#N)cc1
→ i, -3%, 1%, -13%, 60%[activator], 0%, ?, 0%, -14%
COc1ccc(NC(=O)C2CC(c3ccc(Cl)cc3)=NO2)cc1 (stereo unspecified)
→ i, 21%, -4%, 17%[59 µM], 10%, -3%, -1%, -1%, -23%
Cn1c(-c2ccc(F)cc2)cnc1SCC(=O)Nc1ccccc1N1CCOCC1
→ -2%, 18%, ?, 45µM*, 12%, 1%, -3%, 0%, -28%
C=CCN1CCN(C(c2cc(OC)ccc2OC)c2nnnn2CC2CCCO2)CC1 (stereo unspecified)
→ -1%, 9%, ., 13µM*, 5%, 1%, -13%, 0%, -14%[11.4 µM]
CCN1CCN(CCCNC(=O)c2cnn(-c3ccc(C)cc3)c2C2CCN(C(=O)OC(C)(C)C)CC2)CC1
→ -7%, 43%[activator], 7%[57.1 µM], -24%[59 µM], 28%, 3%, -10%, -6%, 0%
